AT treatment – qHTS Assay for Identifying a Potential Treatment of Ataxia-Telangiectasia. […] A-T fibroblasts, KAP-1 phosphorylation AlphaLISA; neocarzinostatin DNA damage 30 min before lysis. 320,000 compounds, 0.19% hits. Potency, µM (top dose mostly 57.5 µM), for inactives: at the top dose activation, most hits filed as activators. AID 485349, 2010; further: potency means the concentration at half of the fitted maximal effect; % of control where 0% means no effect; nearly all actives have a fitted effect of over 45% in size
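ATM-like activity read as KAP-1 phosphorylation via AlphaLISA donor/acceptor antibody pairs after lysis and 6 hr at 25C. Cells were ATM-null patient fibroblasts ([…], hTERT), dosed 60 min, then exposed to the DSB inducer NCS for 30 min.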
TSHR antagonist – Antagonists of the Thyroid Stimulating Hormone Receptor: HTS campaign | TSHR-expressing cells, TSH-stimulated cAMP HTRF, 2 h; hits give low values | activity change, negative = inhibition, % at 11.5 µM | 330,000 compounds, 0.2% hits;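 active means activity change below a set negative limit, meaning inhibition stronger than a set level, cut at about -70% in these data; inconclusive means activity change between two set negative limits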; further: on the % scale 0 is the no-effect control and ±100 the full control effect
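TSHR-expressing cells were treated with compounds, then stimulated with TSH at EC80 (4nM final) for 2 hours at 37 deg C. Cellular cAMP was measured by HTRF competition between lysate cAMP and cAMP-d2 for a cryptate-labelled anti-cAMP antibody.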
Chronic BCR inh – qHTS Assay to Find Inhibitors of Chronic Active B-Cell Receptor Signaling; ABC-DLBCL IkBa-CBG/CBR reporter, luminescence ratio, 4 h; Potency, µM (series often up to 46.1 µM), without a hit: top-dose ratio change, negative = lower green/red ratio, most hits filed as inhibitors; 340,000 compounds, 0.05% hits; active means well fitted inhibition curve with a large enough effect in the signal ratio, with a control signal flat, not every such curve was filed as active; inconclusive means small, poorly fitted or top-dose-only effect, or effect the other way, or a change in a side signal; the % refers to the signal ratio;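 further: potency means the concentration at half of the fitted maximal effect; plate controls were basal doxycycline-induced cells for no effect and cells given 10 µM MG132 for full effect; MG132 reads +100%, hits lower the ratio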
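TMD8 ABC-DLBCL cells carrying doxycycline-inducible green luciferase fused to IkappaBalpha plus unfused red luciferase were exposed to compounds (up to 46 uM) for 4 hrs at 37C. Activity came from the overlap-corrected green/red luminescence ratio.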
FBPA coupling cs – qHTS Assay for Inhibitors of Fructose-1,6-bisphosphate Aldolase from Giardia Lamblia: Coupling assay counterscreen; coupling enzyme system counterscreen, AmpLite Red fluorescence; activity change, negative = inhibition, % at 58.2 µM, hits read low; 290,000 compounds, 0.67% hits; AID 2472, 2010; in the data active means activity change below about -30%; further: on the % scale 0 is the no-effect control and ±100 the full control effect
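Fluorescence at 525 nm excitation and 598 nm emission measured inhibition of the coupled detection system without aldolase. Compounds (at 57.5 uM final) were preincubated 10 min at room temperature with coupling enzyme reagent before a 20 min substrate/AmpLite Red step.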
Giardia killer – Small Molecules that selectively kill Giardia lamblia: qHTS | Giardia lamblia trophozoite viability | activity change, % at 7.66 µM, hits read low | AID 540267, 2011 | 340,000 compounds, 0.15% hits; in the data active means activity change below about -80%; inconclusive means between about -30% and that limit;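 further: parasites exposed to compound for two days anaerobically before the ATP read; on the % scale 0 is the no-effect control and ±100 the full control effect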
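Each well holds 100 Giardia trophozoites and compound. After two days (48 hrs) at 37 deg C in anaerobic conditions, ATP is quantified by luminescence.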
CXXC DNA block – qHTS Fluorescence Polarization Assay for Inhibitors of MLL CXXC domain - DNA interaction. MLL-CXXC / FITC-HOXA9 DNA fluorescence polarization. Potency, µM (highest dose often 115 µM), inactives show top-dose activity change, negative = inhibition, most hits filed as inhibitors. Histone-lysine N-methyltransferase 2A (Homo sapiens), Q03164. 290,000 compounds, 0.037% hits; active means well fitted inhibition curve with a large enough effect in the polarisation, with a control signal flat, not every such curve was filed as active; inconclusive means small, poorly fitted or top-dose-only effect, or effect the other way, or a change in a side signal; inactive means no such curve, though single readings can be large or run the other way; the % refers to the polarisation; further: potency means the concentration at half of the fitted maximal effect
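Steps: dispense CXXC domain solution (7 uM) → pin compounds or unlabeled HOX-A9 DNA control → 5 min ambient → add FLSN-HOX-A9 solution (50 nM) → spin → 30 min ambient → fluorescence polarization. Tris pH 7.5/NaCl/DTT/BSA buffer.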
GALK inh – qHTS Assay for Inhibitors of Human Galactokinase (GALK); Purified GALK, Kinase-Glo residual ATP luminescence; Potency, µM (titrated, usually from 57.5 µM), inactives show at the highest dose activity change, negative = inhibition, most hits filed as inhibitors; 270,000 compounds, 0.007% hits; further: potency means the concentration at half of the fitted maximal effect; on the % scale 0 is the no-effect control and ±100 the full control effect
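ATP-depletion format; final 35 uM ATP, 100 uM D-galactose, 5 nM enzyme; pH 8.0 HEPES/Mg2+ buffer; 60 min RT; luminescence read 10 min after detection reagent.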
KCNH2 WT inh – qHTS for Inhibitors of KCHN2 3.1: Wildtype qHTS; Voltage-gated inwardly rectifying potassium channel KCNH2 (Homo sapiens), Q12809; U2OS, BacMam KCNH2, thallium flux FluxOr; hits give low values; activity change, % at 1.84 µM; 340,000 compounds, 0.37% hits; AID 720551, 2013;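 active means maximum activity change below -70%; inconclusive means maximum activity change between -70% and -50%; inactive means maximum activity change above -50%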; further: on the % scale 0 is the no-effect control and ±100 the full control effect
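U2OS cells were transduced with wild-type KCNH2 virus (2.03 x 10^8 / mL) for 4 h at room temperature, then cultured overnight at 37 C. Thallium flux was read with FluxOr dye. Rate constants were normalized to DMSO controls.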
TCR activator – Activators of T cell receptors: qHTS campaign. primary human leukocytes, anti-CD3, IL-2 HTRF, 48 h. Potency, µM (series often up to 9.22 µM), without a hit: at the highest dose activation of IL-2 secretion, hits mostly activators. 330,000 tested, under 10 active; further: % of control where 0% means no effect
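Compounds are tested in HTS on primary human leukocytes co-incubated with a-CD3 beads for 48 hr. IL-2 output is measured by time-resolved FRET.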
Tb PFK block – qHTS Assay to Find Inhibitors of T. brucei phosphofructokinase. ATP-dependent 6-phosphofructokinase (Trypanosoma brucei brucei), O15648. Potency, µM (top dose mostly 57.5 µM), without a hit: at the top dose activity, negative = inhibition, hits mostly inhibitors. 330,000 compounds, 0.17% hits. T. brucei PFK, ADP-Glo luminescence;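 further: potency means the concentration at half of the fitted maximal effect; 0% = uninhibited 1x PFK enzyme wells and -100% = no-enzyme wells; nearly all actives have a fitted effect of over 60% in size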
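ADP-Glo luminescence quantified ADP after 45 min at room temperature, with 1.25 nM T. brucei PFK, 0.1 mM ATP and 0.5 mM fructose-6-phosphate in pH 8.0 TEA buffer. qHTS titrations up to 57 µM; curves classified by quality.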
Numbers without * were called inactive; ? = inconclusive; · = not tested or not shown; [ ] = remark or other dose. Unless noted, the call rests on the fitted dose curve; in most records, active means well fitted curve in the direction sought with a large enough effect; inconclusive means small, poorly fitted or top-dose-only effect, or another doubt; inactive means no such curve, though single readings can be large; an effect the other way counts as inactive or inconclusive.

SMILES	AT treatment	TSHR antagonist	Chronic BCR inh	FBPA coupling cs	Giardia killer	CXXC DNA block	GALK inh	KCNH2 WT inh	TCR activator	Tb PFK block
COc1cc(Br)c(CC2c3cc(OC)c(OC)cc3CCN2C)cc1OC (configuration not stated)	·	·	·	0.6	-7.8	·	·	-11.5	6.9%	·
CC[C@H]1OC(=O)[C@H](C)[C@@H](O[C@H]2C[C@@](C)(OC)[C@@H](O)[C@H](C)O2)[C@H](C)[C@@H](O[C@@H]2O[C@H](C)C[C@H](N(C)C)[C@H]2O)[C@](C)(O)C[C@@H](C)C(=NOCOCCOC)[C@H](C)[C@@H](O)[C@]1(C)O	-1.2%	1.7	-7.1%	-0.1	54.0[activator]	-3.1%	·	-4.9	-18.7%	0.2%
CC(C)(C)NCC(=O)c1c[nH]c2ccccc12	14.6%	-45.3	?	-1.4	7.0	5.4%	-5.0%	-0.1	2.0%	-22.7%
CCS(=O)(=O)N1Cc2ccccc2CC1C(=O)Nc1ccc(F)c(F)c1F (configuration not stated)	14.3%	-1.4	?	-1.7	14.1	15.5%	·	21.4	-0.2%	-0.2%
CC(=O)Nc1ccc(N2C(=O)C3C4CC(=O)C(c5ccccc54)C3C2=O)cc1 (configuration not stated)	-2.9%	3.3	4.8%	4.5	-8.8	-3.0%	-1.0%	7.9	-8.9%	-4.5%
O=C(CN1CCNCC1)Nc1ccc(Oc2ccccc2)cc1	-8.6%	-0.2	-8.4%	1.0	-16.4	19.6%	-0.2%	7.7	2.5%	1.0%
O=[N+]([O-])c1ccccc1S(=O)(=O)N1CCCC(C(F)(F)F)C1 (configuration not stated)	1.8%	-6.7	7.2%	3.2	38.5[activator]	-2.8%	0.0%	3.4	2.8%	-1.0%
Cc1ccc(-n2nc(C)cc2NC(=O)c2ccc(C)s2)cc1	-0.3%	-1.9	-13.8%	0.0	-12.1	-8.1%	3.2%	-19.9	-3.2%	3.3%
COc1ccccc1NC(=S)NC1CCCCCCCCCCC1	10.4%	-19.3	5.2%	0.8	-19.5	-9.5%	5.6%	-10.5	7.5%	0.2%
O=S(=O)(Nc1ccon1)c1ccc(Br)s1	12.1%	-3.4	0.4%	·	-10.3	1.2%	1.1%	-1.0	-0.9%	0.3%
COc1cccc(S(=O)(=O)NC2CCN(C#N)C2)c1 (configuration not stated)	-4.9%	6.8	7.0%	·	0.2	·	·	·	2.1%	5.3%
COCCNC(=O)C(C)N(c1ccc(OC)cc1)S(C)(=O)=O (configuration not stated)	1.2%	11.9	-26.5%	2.0	-3.6	3.2%	-4.2%	0.8	5.5%	-5.1%
CC(=O)NNC(=O)c1sc(=S)n(C)c1C	0.4%	-3.0	-19.5%	-0.8	2.4	-6.0%	-2.0%	0.0	-6.1%	3.9%
CC1CC(C)CN(C(=O)CCNC(=O)Cn2cnc3ccccc3c2=O)C1 (configuration not stated)	1.6%	13.3	1.3%	4.9	-10.3	14.6%	2.2%	-21.9	-3.1%	-6.6%
CCn1c(=O)c(=O)n(CC)c2cc(S(=O)(=O)Nc3cccc(OC)c3)ccc21	-1.4%	-7.0	-8.8%	-0.1	6.3	9.7%	0.2%	-20.6	-70.1%	-1.7%
O=C(CCCn1c(SCC(=O)c2ccc(Cl)cc2)nc2ccccc2c1=O)NCc1ccco1	·	-5.4	2.9%	3.5	11.7	9.6%	-3.3%	3.7	2.1%	1.3%
Cc1c(NC(=O)c2cccc(F)c2)c(=O)n(-c2ccccc2)n1C	7.6%	5.6	6.3%	-0.2	-5.2	4.1%	2.6%	-2.9	-8.1%	1.2%
CN(C)c1c(F)cc(C(=O)NC(=O)NCc2cccnc2)cc1F	1.6%	-13.4	-12.8%	·	5.2	6.1%	0.5%	1.8	5.8%	-1.8%
O=C(Nc1cccnc1)C1(F)C(F)(F)C(F)(F)C(F)(F)C(F)(F)C1(F)F	15.9%	-22.6	-1.9%	-4.5	-8.7	-0.5%	-1.6%	3.8	1.6%	0.7%
COc1ccc(NC(=O)CN2CCCCCC2)cc1OC	-0.2%	-13.7	-1.7%	1.9	-3.4	5.8%	12.1%	-5.6	-1.7%	-6.7%
O=S(=O)(/N=C(/Nc1ccccn1)c1ccccc1)c1ccc(F)cc1	-1.0%	1.6	1.3%	-0.1	-19.6	-6.8%	1.6%	-4.3	1.1%	-4.3%
OC(COc1ccc2c(c1)CCC2)Cn1cnc2ccccc21 (configuration not stated)	-6.3%	-8.9	-14.4%	-2.0	-1.3	22.4%	-0.1%	-1.7	-0.5%	0.9%
COc1cccc(-n2c(COc3ccccc3C)nnc2SCC(=O)O)c1	4.8%	1.4	5.8%	12.5	21.8	6.4%	8.0%	22.0	-0.2%	-1.9%
Cc1ccc(S(=O)(=O)Nc2ccc3oc(=O)sc3c2)c(C)c1	·	-5.6	?	-4.8	7.0	-7.6%	0.0%	2.0	-2.4%	-22.2%
COc1ccccc1C1=NC(c2ccc(C)cc2)N=C1C (configuration not stated)	4.3%	-22.0	?	1.6	-2.1	1.2%	10.9%	-29.0	12.2%	-0.2%
O=C(c1ccc(-c2cccc(C(F)(F)F)c2)o1)N1CCN(c2ccccc2)CC1	-3.6%	6.9	3.5%	·	-19.1	·	·	-9.6	-1.5%	-10.1%
O=[N+]([O-])c1ccc(NC(=S)N/C(=N/CS(=O)(=O)c2ccccc2)c2ccccc2)cc1	-0.6%	-1.2	?	0.8	5.3	11.0%	3.0%	-11.9	-3.3%	?
COc1ccc(CN2CCC(n3nccc3NC(=O)c3cccc(F)c3)CC2)cc1O	-12.4%	-4.6	-3.3%	-1.2	6.4	-3.7%	-1.5%	-109.5*	10.1%	-4.3%
COc1cc(C=C2C(=O)OC(c3ccccc3)OC2=O)cc(Br)c1O (configuration not stated)	2.1%	3.7	-4.5%	-1.5	-3.8	?	-5.1%	0.0	-11.1%	14.0%
CN(CCc1ccccn1)C(=O)CCC1CCCN(C(=O)c2c3c(nn2C)CCCC3)C1 (configuration not stated)	0.5%	-9.3	10.9%	-0.6	-14.4	-1.4%	-2.7%	-7.4	1.9%	2.8%
O=C(NCc1ccc2c(c1)OCO2)c1cc2ccccc2oc1=O	-0.4%	22.3	3.1%	-1.8	-4.8	-5.7%	0.8%	-8.1	-5.4%[46.1 µM]	0.0%
C#CCOCCOCCOCCNc1nc(N2CCN(C(=O)[C@H]([C@@H](C)CC)n3cc([C@@H](N)CO)nn3)CC2)nc(N2CCN(C(=O)[C@H](Cc3cc4ccccc4[nH]3)n3cc([C@@H](N)C(C)CC)nn3)CC2)n1 (some centres not stated)	-18.3%	12.1	18.6%	-6.0	·	-4.9%	0.6%	·	·	0.6%
Cc1cccc(C)c1NC1=NC2(CCCCC2)N=C(N)N1	2.0%	-3.5	-0.4%	-1.2	12.7	-5.9%	3.4%	-4.1	2.0%	-4.7%
O=C(NC1CCN(C(=O)Nc2ccc(F)cc2)CC1)c1ccccc1F	-1.5%	7.1	-2.6%	2.4	-3.4	0.9%	5.7%	0.8	-12.0%	0.3%
CC(Oc1ccccc1F)c1ccnc2nc(/N=C/N(C)C)nn12 (configuration not stated)	2.8%	12.1	-8.6%	4.2	2.9	4.3%	5.8%	0.2	-1.3%	-4.0%
COc1ccccc1OCCNC(=O)Nc1cc(F)c(F)cc1Cl	-2.2%	-3.2	?	-4.2	-3.1	-8.1%	·	1.6	-12.0%	-4.6%
Cc1c(NC(=O)c2cc3ccccc3c(=O)s2)c(=O)n(-c2ccccc2)n1C	8.8%	11.8	1.0%	-3.8	-13.0	6.2%	2.5%	-1.7	-2.2%	-2.0%

Source: PubChem (National Center for Advancing Translational Sciences (NCATS))

Rows are unselected (roughly 1.6% active in at least one column).
